# Screening data from PubChem.
# JMJD2A Tudor = qHTS Assay for Inhibitors of JMJD2A-Tudor Domain; AlphaScreen JMJD2A-Tudor / H3K4me3 peptide binding; Potency, µM (titrated, usually from 114 µM), for the others: at the top dose activity change, negative = inhibition, hits mostly inhibitors; 390,000 tested, 4.4% active; further: on the % scale 0 is the no-effect control and ±100 the full control effect; nearly all actives have a fitted effect of over 50% in size
# PGK inhibitor = qHTS Assay to Find Inhibitors of Phosphoglycerate Kinase; Phosphoglycerate kinase, glycosomal (Trypanosoma brucei brucei), P07378; PGK/GAPDH coupled, Kinase-Glo luminescence, 60 min; Potency, µM (highest dose often 57.5 µM), for the others: at the top dose activity change, negative = inhibition, hits mostly inhibitors; 380,000 tested, 0.043% active; AID 602233, 2012; further: on the % scale 0 is the no-effect control and ±100 the full control effect; nearly all actives have a fitted effect of over 60% in size
#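 Recombinant glycosomal PGK reaction used 1,3-bisphosphoglycerate generated in-well by GAPDH (100nM final) in 100mM TEA pH 7.6, 5mM MgCl2, 0.01% Tween-20. After 60 minutes at room temperature, ATP was read by Kinase-Glo Plus luminescence end-point.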
# Pin1 inh = qHTS Assay to Find Inhibitors of Pin1; Peptidyl-prolyl cis-trans isomerase NIMA-interacting 1 (Homo sapiens), Q13526; Pin1 FP peptide displacement, HiFluor488, 10 min; Potency, µM (doses to about 115 µM), for inactives: at the top dose activity, negative = inhibition, usual class: inhibitors; 390,000 tested, 0.009% active; active means well fitted inhibition curve with a large enough effect in the polarisation, with a control signal flat, not every such curve was filed as active; inconclusive means small, poorly fitted or top-dose-only effect, or effect the other way, or a change in a side signal; inactive means no such curve, though single readings can be large or run the other way; the % refers to the polarisation; further: on the % scale 0 is the no-effect control and ±100 the full control effect
# Target sequence (Q13526 whole entry, looked up): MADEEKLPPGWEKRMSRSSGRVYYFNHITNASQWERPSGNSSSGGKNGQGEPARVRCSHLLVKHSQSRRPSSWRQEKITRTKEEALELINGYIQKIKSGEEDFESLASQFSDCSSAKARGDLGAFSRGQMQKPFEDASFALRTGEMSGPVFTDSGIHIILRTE
# HP1b chromo inh = HTS for Inhibitors of HP1-beta Chromodomain Interactions with Methylated Histone Tails; Chromobox protein homolog 1 (Homo sapiens), P83916; AlphaScreen HP1-beta / biotin-H3K9me3 peptide binding; Potency, µM (titrated, usually from 114 µM), inactives show top-dose activity change, negative = inhibition, usual class: inhibitors; 390,000 tested, 0.56% active; AID 540317, 2011; further: nearly all actives have a fitted effect of over 70% in size; inactives centre near 23
#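 Compound inhibition of the preformed complex between 50 nM HP1-beta and 50 nM biotinylated H3K9me3 peptide was read by AlphaScreen. Buffer was PBS pH 7.4 with 0.01% Tween-20. Incubations ran 30 min at room temperature, with 10 ug/mL donor/acceptor beads.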
# ERG Ets-DNA blk = qHTS for Small Molecule Inhibitors of the ERG Ets/DNA interaction. AID 624246, 2012. fluorescence polarization, His-ERG Ets domain / labelled DNA. 370,000 tested, 0.028% active. Transcriptional regulator ERG (Homo sapiens), P11308. Potency, µM (doses to about 76.9 µM), without a hit: at the top dose FP activity, negative = inhibition, actives largely listed as inhibitors; active means well fitted inhibition curve with a large enough effect in the polarisation, with a control signal flat; inconclusive means small, poorly fitted or top-dose-only effect, or effect the other way, or a change in a side signal; inactive means no such curve, though single readings can be large or run the other way; the % refers to the polarisation;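 further: polarization taken with two DNA probes labelled with fluorescein and Texas red; % of control where 0% means no effect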
#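 His-tagged ERG Ets domain (1 uM in the protein solution; 300mM KCl, 50mM Tris-HCl, 1mM EDTA, 1mM DTT, pH 7.5) received compound, then a probe mix of 5 nM fluorescein-DNA and 100nM Texas-615-DNA. Fluorescence polarization was read for both dyes.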
# GLS inh = qHTS for Inhibitors of Glutaminase (GLS). Glutaminase kidney isoform, mitochondrial (Homo sapiens), O94925. GLS enzymatic activity, qHTS titration. Potency, µM (series often up to 45.5 µM), without a hit: at the top dose activity change, negative = inhibition, usual class: inhibitors. 410,000 tested, 0.21% active. AID 624170, 2012; further: on the % scale 0 is the no-effect control and ±100 the full control effect
# Target sequence (O94925 whole entry, looked up, canonical isoform): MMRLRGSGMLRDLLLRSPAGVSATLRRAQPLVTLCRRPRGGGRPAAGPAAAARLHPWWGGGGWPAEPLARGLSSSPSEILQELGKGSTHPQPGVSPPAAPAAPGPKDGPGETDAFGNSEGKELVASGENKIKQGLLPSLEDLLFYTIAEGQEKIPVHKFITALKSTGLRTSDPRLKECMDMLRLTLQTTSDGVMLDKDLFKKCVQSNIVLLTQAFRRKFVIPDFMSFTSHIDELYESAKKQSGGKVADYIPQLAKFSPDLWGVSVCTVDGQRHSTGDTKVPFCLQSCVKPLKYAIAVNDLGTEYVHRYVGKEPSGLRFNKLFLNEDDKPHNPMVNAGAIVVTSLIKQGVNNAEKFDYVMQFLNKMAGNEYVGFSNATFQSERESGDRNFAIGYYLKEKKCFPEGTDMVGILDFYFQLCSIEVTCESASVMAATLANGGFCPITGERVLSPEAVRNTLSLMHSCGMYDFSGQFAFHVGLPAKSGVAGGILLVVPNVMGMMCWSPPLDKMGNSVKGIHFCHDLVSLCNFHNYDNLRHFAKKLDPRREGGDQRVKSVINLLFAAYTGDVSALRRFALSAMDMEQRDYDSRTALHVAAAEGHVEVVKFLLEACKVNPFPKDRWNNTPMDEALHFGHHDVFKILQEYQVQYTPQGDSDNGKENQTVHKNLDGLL
#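 Assay buffer: 45 mM KH2PO4 pH 8.2, 0.02% Tween-20. hKGA acts on L-glutamine (1 mM solution added); product glutamate is reported by an oxidase/peroxidase Amplex Red coupling, with fluorescence taken at baseline and 30 min.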
# TrxR1 inh = qHTS Assay for Inhibitors of Mammalian Selenoprotein Thioredoxin Reductase 1 (TrxR1): qHTS; Potency, µM (top dose mostly 114 µM), without a hit: at the highest dose activity change, negative = inhibition, most hits filed as inhibitors; Thioredoxin reductase 1, cytoplasmic (Rattus norvegicus), O89049; recombinant rTrxR1, NADPH fluorescence consumption, selenite substrate; 390,000 tested, 1% active; further: on the % scale 0 is the no-effect control and ±100 the full control effect; nearly all actives have a fitted effect of over 65% in size
#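 Rat TrxR1 (90 nM in the dispensed reagent) was pre-reduced with 400 uM NADPH for 5 min at room temperature, then incubated with compound for 15 min. After 400 uM selenite was added, NADPH fluorescence (Ex 340/Em 450 nm) was followed for 8 min.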
# RGS4 inhibitor = Inhibitors of Regulator of G Protein Signaling (RGS) 4: qHTS; Transcreener GDP fluorescence polarization, RGS4-accelerated GTP hydrolysis; Potency, µM (highest dose often 114 µM), inactives show top-dose activity change, negative = inhibition, most hits filed as inhibitors; 390,000 tested, 0.039% active; AID 504845, 2011; further: on the % scale 0 is the no-effect control and ±100 the full control effect; nearly all actives have a fitted effect of over 75% in size; some results filed as inactive show a strong effect at the top dose
# Target sequence (P49798 whole entry, looked up): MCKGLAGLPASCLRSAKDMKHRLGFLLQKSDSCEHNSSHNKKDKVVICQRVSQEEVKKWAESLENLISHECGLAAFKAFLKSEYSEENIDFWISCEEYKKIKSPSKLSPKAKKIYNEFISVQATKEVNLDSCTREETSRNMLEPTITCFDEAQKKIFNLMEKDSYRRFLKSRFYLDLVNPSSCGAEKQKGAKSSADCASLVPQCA
#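 MLSMR compounds (23 nl, pin-transferred) preincubated 10 min at room temperature with a 500nM (2x) first reagent, then RGS4 at 900nM (2x) plus Transcreener GDP mix added; fluorescence polarization (620/688 nm) read before and after 90 min at 30 °C.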
# 12-LOX inh = Primary qHTS assay for inhibitors of human arachidonate 12S-lipoxygenase (ALOX12): Round 2; AID 1671190, 2021; purified 12hLO, xylenol orange hydroperoxide absorbance; 580,000 tested, 1.1% active; Potency, µM (titrated, usually from 108 µM), without a hit: top-dose activity change, negative = inhibition, most hits filed as inhibitors; further: on the % scale 0 is the no-effect control and ±100 the full control effect
#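 Hydroperoxide product was detected by ferrous iron/xylenol orange as the 573 to 405 nm absorbance ratio. Arachidonic acid at 40 uM (final) was turned over for 30 min at room temperature by 150 nM human 12hLO, pH 7.0 Hepes buffer, after 15 min compound preincubation.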
# * marks the source's active call; other numbers are inactive results; i = inactive; ? = inconclusive; / = no result given; [ ] = dose if it differs, or a comment. Unless noted, the call rests on the fitted dose curve; in most records, active means well fitted curve in the direction sought with a large enough effect; inconclusive means small, poorly fitted or top-dose-only effect, or another doubt; inactive means no such curve, though single readings can be large; an effect the other way counts as inactive or inconclusive. Potency means the concentration at half of the fitted maximal effect.
SMILES,JMJD2A Tudor,PGK inhibitor,Pin1 inh,HP1b chromo inh,ERG Ets-DNA blk,GLS inh,TrxR1 inh,RGS4 inhibitor,12-LOX inh
CCn1c(SCC(=O)N/N=C/c2ccncc2)nc2ccccc21,-20%,-4%,4%,24%,-1%,-2%,16%,17%,14%
COc1ccc(N2CCN(C(=O)CSc3nnc4c(C)cc5ccccc5n34)CC2)cc1,-7%,6%,-11%,23%,-2%,-10%,4%,-24%,-19%
Cc1ccc(C(=O)N/C(=C/c2ccco2)C(=O)NCCc2c[nH]c3ccccc23)cc1C,-21%,-2%,10%,-10%,-4%,16%,-8%,11%,302%[activator]
COc1ccc(/C=C/C(=O)c2ccccc2O)cc1,63µM*,i,-3%,-21%,-2%,-3%,-16%,-35%,/
COc1cc(C(=O)OCC(=O)Nc2cc(C)on2)c([N+](=O)[O-])cc1OC,-9%[57.1 µM],-1%,-4%,28%,4%,0%,17%[57.1 µM],11%,2%
Cc1cccc(C(=O)N/C(=C/c2ccco2)C(=O)N2CCCCCC2)c1,-23%,-2%,14%,-4%,32%[activator],11%,-20%,-52%,?
O=C(NNC(=O)c1ccc(S(=O)(=O)N2CCCCC2)cc1)c1ccc(F)cc1,0%,-2%,4%,16%,?,-4%,12%,-9%,-27%
COc1ccc(N=C2SC(CC(=O)Nc3ccccc3)C(=O)N2Cc2ccco2)cc1 (centres undefined),-18%,0%,-1%,25%,1%,4%,-24%[57.1 µM],18%,4%
O=C(NCC(=O)N1CCN(C(=O)c2ccco2)CC1)c1cccc(Cl)c1,-4%,-4%,-1%,22%,-1%,4%,23%,5%,16%
CCCCC(CC)CNC(=O)CCCCCn1c(=O)[nH]c2ccsc2c1=O (centres undefined),3%,-3%,0%,26%,-7%,5%,7%,-11%,0%
CC1(C)Cc2ccccc2C(NNC(=O)c2ccccc2)=N1,6%,-5%,-2%,-1%,-9%,?,24%[57.1 µM],0%,13%
COC(=O)C1CCN(C(=O)COc2cc3sc(C)nc3c3sccc23)CC1,-13%,-6%,-1%,33%,1%,19%,8%[57.1 µM],12%,20%
CS(=O)(=O)c1ccc2nc(NC(=O)CN3CCC(Cc4ccccc4)CC3)sc2c1,?,i,20%,54%,6%,-6%,20%,-10%[56.9 µM],6%
O=C(Nc1ccc(F)cc1F)N1CCCCC1c1cccnc1 (centres undefined),-15%,-1%,-2%,34%[activator],-1%,1%,5%,-17%,0%
CCOC(=O)C1=C(CN2CCN(C)CC2)NC(=O)NC1c1ccc(F)cc1 (centres undefined),10%,-5%,-4%,22%,-1%,-4%,8%,-2%,?
Cc1cc(C(F)(F)F)nc2c(Cl)c(C(C)(C)C)nn12,-11%,-2%,-3%,10%,-10%,11%,11%[11.4 µM],-7%,248%[activator]
CC(C)Oc1ccc(N2CC(C(=O)Nc3ccc4c(c3)OCO4)CC2=O)cc1 (centres undefined),-2%,-10%,1%,25%,-7%,-10%,26%,-10%,423%[activator]
CC(=O)Nc1ccc(NC(=O)CCOc2ccccc2C)cc1,-3%,-8%,3%,14%,-2%,10%,10%,-6%,2%
O=[N+]([O-])c1ccc(-c2ccc(/C=N/c3c(-c4ccco4)nc4ccccn34)o2)cc1,?,/,0%,-6%,/,-2%,-9%,-32%,-28%
COc1ccc(CC(=O)OCCc2cc3cc(OC)c(OC)cc3c(=O)o2)cc1,-13%,7%,-3%,43%[activator],4%,4%,18µM*,29%,?
N=c1c(C(=O)NC2CCCCC2)cc2c(=O)n3ccccc3nc2n1Cc1ccc(F)cc1,5%,-2%,-4%,21%,-4%,-4%,31%,22%,-17%
Fc1ccc(Br)cc1/C=N/N1CCN(c2ccccc2)CC1,?,-3%,0%,-18%,-2%,0%,9%,-2%,0%
O=C(O)C1CCCCC1C(=O)Nc1ccc(Cl)cc1 (centres undefined),?,0%,0%,16%,-6%,1%,10%,13%,21%
CC(C(=O)NC1CCCC1)N1C(=O)c2cccc3cccc1c23 (centres undefined),14%,-6%,1%,43%[activator],6%,-3%,-5%,25%,0%
Cc1ccnc(NC(=O)C2COc3ccccc3O2)c1 (centres undefined),3%,2%,0%,34%,-7%,5%,6%,22%,-1%
NC(=O)SCC(=O)Nc1ccc(Cl)c(Cl)c1,-1%,-3%,4%,86%[activator],-5%,19%,1%,?,-21%
N=c1sccn1CC(=O)N1CCc2ccccc21,-8%,-2%,2%,28%,9%,-1%,1%,5%,0%
CC(=O)NS(=O)(=O)c1ccc(NC(=O)c2ccc3c(c2)NC(=O)CS3)cc1,-21%,i,-1%,-13%,2%,-17%,-27%,-1%,?
CC(C)C[C@H](NC(=O)c1[nH]cnc1C(=O)Nc1ccccc1)C(=O)OC(C)(C)C,-15%,-10%,?,66%[activator],9%,-19%,-4%[57.1 µM],-17%,?
COC(=O)CSc1nc(C)c(C)c(C)c1C(N)=O,11%,-2%,0%,32%,-14%,-6%,9%[57.1 µM],3%,?
CCCOc1ccc(N2C(=O)CC(NCC#N)C2=O)cc1 (centres undefined),-3%,i,4%,18%,-3%,-6%,9%[57.1 µM],-5%,-15%
Cc1ccc(-c2nnc(-c3cccc(NC(=O)c4cccs4)c3)o2)cc1,-15%,-12%,24%,19%,5%,8%,25%[57.1 µM],-30%,1%
COC(=O)c1c(NC(=O)C2CCCCC2)sc2c1CC(C)(C)NC2(C)C,-26%,-2%,3%,24%,11%,-7%,17%,9%,2%[57.4 µM]
COC(=O)C1CCN(S(=O)(=O)c2cc3c4c(c2)CC(=O)N4CCC3)CC1,-6%,4%,-10%,14%,-8%,3%,14%[57.1 µM],9%,-22%
O=C(CN(C1CCCCC1)S(=O)(=O)c1ccc(Br)cc1)NCc1cccnc1,-10%,-10%,3%,57%[activator],-3%,1%,21%[57.1 µM],-24%,-10%
COc1ccc(S(=O)(=O)N2CCCCC2)cc1Br,26%,-2%,2%,54%[activator],-23%,-2%,-6%,2%,-12%
Cc1cc(S(=O)(=O)N2CCOCC2)ccc1OCC(=O)N1CCC(C)CC1,-15%,-9%,0%,31%,3%,?,8%[57.1 µM],2%,28%
O=c1[nH]c(=S)[nH]c2nc[nH]c12,?,/,11%,3%[57 µM],/,/,?,-24%,/
O=C(CC1SC(N2CCOCC2)=NC1=O)Nc1ccc(F)cc1 (centres undefined),-11%,-6%,4%,8%,-1%,8%,-2%,-19%,-4%
CCCN(CCC)C(=O)Cn1c(=O)n(-c2ccc(Cl)cc2)c(=O)c2c3c(sc21)CCCC3,-9%,-7%,-1%,21%,3%,1%,21%,7%,-24%
Cc1nnc(SCC(=O)NC(C)(C)C)n1CCc1ccccc1,-13%,-2%,0%,28%,-1%,9%,3%,5%,-18%
COc1cccc(-c2[nH]nc3c2C(c2ccc(C)o2)C(C#N)=C(N)O3)c1 (centres undefined),-27%,-1%,-9%,12%,7%,42%[activator],-29%,-33%,?
CCOC(=O)c1ccc(NC(=S)NCCCN2CCCCC2)cc1,-12%,-5%,4%,19%,1%,19%,-4%,-15%,-16%
C#CC(CC)(CC)NC(=O)c1c(C)noc1C,-6%,-4%,-13%,12%,12%,-4%,16%,-17%,15%
CCOC(=O)c1cnn(-c2ccccc2)c1NC(=O)CCl,-1%,-3%,-4%,34%,-14%,-2%,0%,17%,-12%
Cn1cc(S(=O)(=O)CC(=O)Nc2ccc3c(c2)OCCO3)c2ccccc21,-29%,i,?,9%,4%,1%,?,1%,-17%[57.4 µM]
CNC(=O)c1sc(N2N=C3/C(=C\c4ccccc4)CCCC3C2c2ccccc2)nc1C (centres undefined),6%,6%,23%,107%[activator],4%,1%,4%,16%,-18%
CCOC(Cn1cc([N+](=O)[O-])c(=O)[nH]c1=O)OCC,1%,2%,-1%,11%[57 µM],-6%,-13%,20%[57.1 µM],18%,2%
CCN1C(=O)[C@@H]2[C@@H](c3ccc(SC4CCCCC4)c(OC)c3)N3CCCC[C@@]3(C(=O)OC)[C@@H]2C1=O,-26%,-9%,?,69%[activator],27%,-1%,-18%[57.1 µM],-12%,?
COc1ccc(S(=O)(=O)N2CCN(CC(=O)NC3CCCC3)CC2)cc1,-8%,8%,0%,24%,-2%,7%,6%[57.1 µM],13%,?
O=C(CNC(=O)c1cccc([N+](=O)[O-])c1)NC1CCCc2ccccc21 (centres undefined),6%,-5%,-6%,38%,-1%,-9%,1%,?,-9%

# A portion of the library, so the mix of outcomes need not match the whole.
